Source: PubChem BioAssay
sdo1 growth – sdo1-depleted yeast growth rescue; S. cerevisiae sdo1-depleted JHY4D growth rescue, OD600 30 h; stronger effect = higher value; pdr5 snq2 efflux-pump mutant strain; z-score at 10 µM; actives 0.21% (n = 140,000); AID 817;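 active means z-score above 3 at both the 24 hr and the 30 hr optical density reads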;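 further: z-score against mean and SD of all compound wells on the same plate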
Insulin prom inh – TRM-6 insulin promoter activity inhibition; TRM-6 cells (human fetal islet line), insulin promoter-eGFP reporter, imaging; reporter expression induced with tamoxifen; inhibition, % at 2 µM; actives 0.9% (n = 130,000); AID 1273;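 active means inhibition above the mean plus 3 SD, with well images judged a real hit on visual review, cut at about 60% in these data, passing the limit was not always enough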
sdo1 growth Rescue 24 h – second read-out of sdo1 growth, no call of its own (marks repeat the call); z-score; S. cerevisiae sdo1-depleted JHY4D growth rescue, OD600; measured here: growth rescue at 24 h;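 0 is the plate mean of compound wells and units are plate SD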
The depositor's hits bear a star. This is a subset, so the mix of outcomes need not match the whole.

Start of the listing, in advance:
How did CC1CC(C)(C)N2C(=O)C3(Nc4ccccc4S3)c3cccc1c32 (configuration not stated) do in these assays?
sdo1 growth: -1.8; Insulin prom inh: 12; sdo1 growth Rescue 24 h: -0.31

Results for C/C(O)=C\c1nc(=O)c2c(C)cc(C)nc2n1-c1ccccc1 ?
sdo1 growth: -1.4; Insulin prom inh: 26; sdo1 growth Rescue 24 h: -0.65

What do the screens show for `CCOC(=O)CSCC(NC(=O)OC(C)(C)C)C(=O)OCC` (configuration not stated)?
sdo1 growth: 0.84; Insulin prom inh: -3; sdo1 growth Rescue 24 h: 1

What do the screens show for `O=C(Nc1cccc(O)c1)c1cnn2cccnc12`?
sdo1 growth: 0.7; sdo1 growth Rescue 24 h: -0.12

Results for Cc1cc(C)c2nc(SC(C)C#N)cc(C)c2c1 (configuration not stated) ?
sdo1 growth: -0.85; Insulin prom inh: -64; sdo1 growth Rescue 24 h: -1.4

Results for O=C(N/N=C/C(c1ccccc1)c1ccccc1)c1ccccc1F ?
Insulin prom inh: 35

Results for CCOc1cccc(/C(O)=C2/C(=O)C(=O)N(CCN3CCOCC3)C2c2ccncc2)c1 (configuration not stated) ?
Insulin prom inh: -25

Results for COC(=O)C/C=C/[C@@H](C)[C@@H](/C=N/O[C@H](C)c1cn([C@@H]2COC[C@H]2O)nn1)NS(=O)(=O)c1ccc(C)cc1 ?
sdo1 growth: -0.04; Insulin prom inh: -35; sdo1 growth Rescue 24 h: -0.16

Results for Cn1c(-c2sccc2OCc2ccccc2)n[nH]c1=S ?
sdo1 growth: 0.86; sdo1 growth Rescue 24 h: 0.32

How did CCN(CC)S(=O)(=O)c1cccc(-c2cn3cc(C)ccc3n2)c1 do in these assays?
sdo1 growth: -0.26; Insulin prom inh: 3; sdo1 growth Rescue 24 h: 0.1

What do the screens show for `CCn1c(SC(C)C(=O)O)nc2sc3c(c2c1=O)CCC3` (configuration not stated)?
sdo1 growth: 1.1; Insulin prom inh: -3; sdo1 growth Rescue 24 h: 1.7

Results (from the top)
How did CC1CC(C)(C)N2C(=O)C3(Nc4ccccc4S3)c3cccc1c32 (configuration not stated) do in these assays?
sdo1 growth: -1.8; Insulin prom inh: 12; sdo1 growth Rescue 24 h: -0.31

Results for C/C(O)=C\c1nc(=O)c2c(C)cc(C)nc2n1-c1ccccc1 ?
sdo1 growth: -1.4; Insulin prom inh: 26; sdo1 growth Rescue 24 h: -0.65

What do the screens show for `CCOC(=O)CSCC(NC(=O)OC(C)(C)C)C(=O)OCC` (configuration not stated)?
sdo1 growth: 0.84; Insulin prom inh: -3; sdo1 growth Rescue 24 h: 1

What do the screens show for `O=C(Nc1cccc(O)c1)c1cnn2cccnc12`?
sdo1 growth: 0.7; sdo1 growth Rescue 24 h: -0.12

Results for Cc1cc(C)c2nc(SC(C)C#N)cc(C)c2c1 (configuration not stated) ?
sdo1 growth: -0.85; Insulin prom inh: -64; sdo1 growth Rescue 24 h: -1.4

Results for O=C(N/N=C/C(c1ccccc1)c1ccccc1)c1ccccc1F ?
Insulin prom inh: 35

Results for CCOc1cccc(/C(O)=C2/C(=O)C(=O)N(CCN3CCOCC3)C2c2ccncc2)c1 (configuration not stated) ?
Insulin prom inh: -25

Results for COC(=O)C/C=C/[C@@H](C)[C@@H](/C=N/O[C@H](C)c1cn([C@@H]2COC[C@H]2O)nn1)NS(=O)(=O)c1ccc(C)cc1 ?
sdo1 growth: -0.04; Insulin prom inh: -35; sdo1 growth Rescue 24 h: -0.16

Results for Cn1c(-c2sccc2OCc2ccccc2)n[nH]c1=S ?
sdo1 growth: 0.86; sdo1 growth Rescue 24 h: 0.32

How did CCN(CC)S(=O)(=O)c1cccc(-c2cn3cc(C)ccc3n2)c1 do in these assays?
sdo1 growth: -0.26; Insulin prom inh: 3; sdo1 growth Rescue 24 h: 0.1

What do the screens show for `CCn1c(SC(C)C(=O)O)nc2sc3c(c2c1=O)CCC3` (configuration not stated)?
sdo1 growth: 1.1; Insulin prom inh: -3; sdo1 growth Rescue 24 h: 1.7

What do the screens show for `Cc1ccc(-n2nnnc2SCC(=O)Nc2nc(-c3ccc(F)cc3)cs2)cc1C`?
sdo1 growth: 0.64; Insulin prom inh: 29; sdo1 growth Rescue 24 h: 5.4

How did O=C(Nc1ccc(N2CCOCC2)cc1)C1CCCCC1 do in these assays?
sdo1 growth: 1.2; Insulin prom inh: -23; sdo1 growth Rescue 24 h: 1.3

Results for CCOc1cc(/C=C/c2ccc3cccc([N+](=O)[O-])c3n2)ccc1O ?
sdo1 growth: -0.97; Insulin prom inh: 43; sdo1 growth Rescue 24 h: -0.92

How did COc1ccc(NC(=O)c2cccc(N3C(=O)NC4CC3(C)Oc3ccccc34)c2)cc1 (configuration not stated) do in these assays?
sdo1 growth: -0.03; Insulin prom inh: -29; sdo1 growth Rescue 24 h: 0.51

Results for Clc1ccccc1C1=Nn2c(nnc2-c2ccncc2)SC1 ?
sdo1 growth: -0.63; Insulin prom inh: 69; sdo1 growth Rescue 24 h: -0.02

How did CCC(C)[C@H](NC(=O)OC(C)(C)C)C(=O)N/N=C/C1=Cc2ccccc2OC1 (some centres not stated) do in these assays?
sdo1 growth: -0.09; Insulin prom inh: -53; sdo1 growth Rescue 24 h: -0.19

What do the screens show for `Cc1cc(Cl)cc(Cl)c1OCCOCCN(C)C`?
sdo1 growth: -0.38; Insulin prom inh: -129; sdo1 growth Rescue 24 h: 0.54

Results for COc1ccc(NC(=O)NCc2ccncc2)c(OC)c1 ?
sdo1 growth: 1; Insulin prom inh: 34; sdo1 growth Rescue 24 h: 0.75

What do the screens show for `O=C(Cn1c(=O)oc2cc(S(=O)(=O)N3CCCC3)ccc21)N1CCCC1`?
sdo1 growth: 0.26; sdo1 growth Rescue 24 h: -0.31

What do the screens show for `CC(C)(C)OC(=O)NNC1CC(=O)N(c2ccccc2F)C1=O` (configuration not stated)?
sdo1 growth: -0.18; Insulin prom inh: -21; sdo1 growth Rescue 24 h: -0.44

What do the screens show for `COCCNC(=O)Cn1c(=O)n(C)c2ccccc21`?
sdo1 growth: 1.9; Insulin prom inh: -8; sdo1 growth Rescue 24 h: -0.02

What do the screens show for `CCCCCCCCOC(=O)c1nc(Cl)c(Cl)c(N)c1Cl`?
sdo1 growth: 0.48; Insulin prom inh: 62; sdo1 growth Rescue 24 h: 1.2

What do the screens show for `Cc1ccc(C2=C(CC(=O)O)C(=O)CC2)cc1`?
sdo1 growth: 0.5; Insulin prom inh: 11; sdo1 growth Rescue 24 h: -0.03

Results for CCn1c(=O)n(CC)c2cc(S(=O)(=O)Nc3c(C)cccc3C)ccc21 ?
sdo1 growth: -0.31; sdo1 growth Rescue 24 h: -0.4

What do the screens show for `CCCn1c(SCC(=O)c2cc(OC)ccc2OC)nnc1C(C)C`?
sdo1 growth: -0.73; sdo1 growth Rescue 24 h: -0.83

What do the screens show for `CN(C)S(=O)(=O)c1ccc(Cl)c(C(=O)NCc2ccco2)c1`?
sdo1 growth: -1.2; Insulin prom inh: -23; sdo1 growth Rescue 24 h: -2

How did COCC(C)n1c(SCC(=O)N2CCCCC2)nc2ccccc2c1=O (configuration not stated) do in these assays?
sdo1 growth: -0.71; sdo1 growth Rescue 24 h: -0.24

What do the screens show for `O=C(O)Cc1ccc(C(=O)c2ccccc2)s1`?
sdo1 growth: 1.2; Insulin prom inh: 14; sdo1 growth Rescue 24 h: 1.1

What do the screens show for `COCCn1c(=N)c(C(=O)NCc2ccco2)cc2c(=O)n3cc(C)ccc3nc21`?
Insulin prom inh: -10

How did O=S(=O)(NC1CCCCC1)c1ccc(F)c2ccccc12 do in these assays?
sdo1 growth: -1.9; Insulin prom inh: -50; sdo1 growth Rescue 24 h: -1.1

How did Cc1cc2c3nonc3ccc2n1-c1ccccc1 do in these assays?
sdo1 growth: -1.2; sdo1 growth Rescue 24 h: -0.55

Results for COc1cccc(OC)c1C(=O)Nc1nc2ccc(S(C)(=O)=O)cc2s1 ?
sdo1 growth: 1.2; sdo1 growth Rescue 24 h: 1.6

Results for Cn1cccc1C(=O)C(=O)Nc1ccccc1 ?
sdo1 growth: 1.1; Insulin prom inh: 14; sdo1 growth Rescue 24 h: 0.25

How did COC(=O)c1[nH]c2cc(OC)ccc2c1N do in these assays?
sdo1 growth: 0.06; Insulin prom inh: 55; sdo1 growth Rescue 24 h: -0.11

How did c1ccc(COc2ccccc2CNC23CC4CC(CC(C4)C2)C3)cc1 do in these assays?
Insulin prom inh: -59

What do the screens show for `Cc1ccc(-c2nc(N/N=C/c3ccccc3[N+](=O)[O-])c3ccccc3n2)cc1`?
sdo1 growth: 0.34; Insulin prom inh: 30; sdo1 growth Rescue 24 h: 2.2

How did O=C(O)CCCC(=O)Nc1ccc(Br)cc1C(=O)O do in these assays?
sdo1 growth: 0.81; Insulin prom inh: 25; sdo1 growth Rescue 24 h: 1.2

Results for O=C1Cc2ccccc2Sc2ccccc21 ?
sdo1 growth: -0.7; sdo1 growth Rescue 24 h: -1.1

Results for CCn1c(NC2CCCCC2)nc2ccccc21 ?
sdo1 growth: 0; Insulin prom inh: 47; sdo1 growth Rescue 24 h: -0.23

How did c1ccc(-c2noc(-c3ccccc3-c3ccccc3)n2)cc1 do in these assays?
sdo1 growth: -1.1; Insulin prom inh: 52; sdo1 growth Rescue 24 h: -1.3

How did C[C@@H](C(=O)Nc1nc2ccccc2s1)N1C(=O)C2CC=CCC2C1=O (some centres not stated) do in these assays?
Insulin prom inh: -45

What do the screens show for `COC(=O)c1sc(S(=O)(=O)N2CCC(C(=O)O)CC2)c(C(=O)OC)c1C`?
sdo1 growth: -0.21; Insulin prom inh: -36; sdo1 growth Rescue 24 h: -0.58

Results for COc1ccc(CNC(=O)CN2C(=O)C(C)N(c3ccc(C)cc3)C2=O)cc1 (configuration not stated) ?
sdo1 growth: -0.21; Insulin prom inh: 4; sdo1 growth Rescue 24 h: -0.64

How did CNc1cnn(-c2ccc(C)cc2)c(=O)c1Sc1ccc(C)cc1 do in these assays?
Insulin prom inh: -16

Results for COC(=O)c1[nH]c2ccc(C)cc2c1NC(=O)CN1CCN(C(=O)c2ccccc2)CC1 ?
sdo1 growth: -0.01; Insulin prom inh: 14; sdo1 growth Rescue 24 h: -0.21

What do the screens show for `O=C(Nc1ccc(C(=O)N2CCCC2)cc1)Nc1ccc(Cl)cc1Cl`?
sdo1 growth: -0.22; sdo1 growth Rescue 24 h: 0.24

How did CCOC(=O)C1=NN(C(=O)c2ccccc2)C(O)(c2ccc(C)cc2)C1 (configuration not stated) do in these assays?
sdo1 growth: -0.83; Insulin prom inh: -31; sdo1 growth Rescue 24 h: 0.02

Results for Cc1ccccc1N1CCN(S(=O)(=O)c2ccccc2)CC1 ?
sdo1 growth: -0.85; Insulin prom inh: -44; sdo1 growth Rescue 24 h: -0.56

Results for COc1ccc(-n2c(SCC(=O)NCCCN3CCCC3=O)nnc2C(C)N2CCCCC2)cc1 (configuration not stated) ?
Insulin prom inh: -73

Results for O=C(CN1CCOCC1)Nc1cccc(Br)c1 ?
sdo1 growth: 0.68; Insulin prom inh: -369; sdo1 growth Rescue 24 h: 0.5

Results for O=C(CCS(=O)(=O)c1ccccc1)Nc1ccccc1N1CCOCC1 ?
Insulin prom inh: -31

What do the screens show for `CCOc1ccc(C(=O)SC2=NCCS2)cc1`?
sdo1 growth: 0.31; sdo1 growth Rescue 24 h: 0.57

What do the screens show for `O=C(CCCn1c(=O)[nH]c2cc(Cl)ccc2c1=O)NCCC1=CCCCC1`?
sdo1 growth: 6.7*; Insulin prom inh: 11; sdo1 growth Rescue 24 h: 6.2*

How did CC(C)(C)c1nc(NCCN2CCOCC2)c2nnn(Cc3ccccc3Cl)c2n1 do in these assays?
sdo1 growth: -1.5; sdo1 growth Rescue 24 h: -1.4

What do the screens show for `CN1C(=O)/C(=C2/C=Cc3ccccc3N2CCCS(=O)(=O)O)SC1=S`?
sdo1 growth: 0.92; Insulin prom inh: 57; sdo1 growth Rescue 24 h: 0.45

What do the screens show for `CCOC(=O)C(C(=O)OCC)C1OC(=O)c2cc3c(cc21)C(=O)OC3C(C(=O)OCC)C(=O)OCC` (configuration not stated)?
Insulin prom inh: 47

How did CN(C)c1ccc(NC(=O)c2cn(-c3ccccc3)nc2-c2cccs2)cc1 do in these assays?
sdo1 growth: -0.84; Insulin prom inh: 12; sdo1 growth Rescue 24 h: -0.45

How did O=C(OCC#CCSc1nnc(-c2ccccc2)o1)c1ccco1 do in these assays?
sdo1 growth: -1.4; Insulin prom inh: -12; sdo1 growth Rescue 24 h: -1.2

What do the screens show for `CN(C)CCCN(C(=O)c1cccs1)c1nc(-c2ccccc2)cs1`?
sdo1 growth: 0.99; sdo1 growth Rescue 24 h: 0.22

What do the screens show for `O=C(c1nn2cccnc2c1Cl)N1CCN(c2ccccc2)CC1`?
sdo1 growth: 0.11; Insulin prom inh: 19; sdo1 growth Rescue 24 h: -0.32

Results for CCCC(=O)NC(NC(=S)Nc1c(C)n(C)n(-c2ccccc2)c1=O)C(Cl)(Cl)Cl (configuration not stated) ?
sdo1 growth: 0.84; Insulin prom inh: -43; sdo1 growth Rescue 24 h: 0.65

Results for C/C(=N\NC(=O)c1cccc(N/N=C(\C)c2ccncc2)c1)c1ccncc1 ?
Insulin prom inh: 58

How did Cc1c(NC(=S)NC(C)(C)C)c(=O)n(-c2ccccc2)n1C do in these assays?
Insulin prom inh: -17

Results for CC1Oc2ccccc2N(CC(=O)c2cccc(Cl)c2)C1=O (configuration not stated) ?
sdo1 growth: 0.13; Insulin prom inh: -58; sdo1 growth Rescue 24 h: -0.33

What do the screens show for `Cc1nn(Cc2ccc(Cl)cc2)c(C)c1NC(=O)CCCn1nc([N+](=O)[O-])c(Cl)c1C`?
sdo1 growth: 0.58; Insulin prom inh: 7; sdo1 growth Rescue 24 h: 0.26

Results for COC(=O)c1ccccc1NC(=O)NCc1ccc2c(c1)OCO2 ?
sdo1 growth: 0.15; Insulin prom inh: 44; sdo1 growth Rescue 24 h: 0.8
